VIM-2 inhibitor = inhibitors of Pseudomonas aeruginosa VIM-2 metallo-beta-lactamase | AID 1527 | inhibition, % at 5.6 µM | purified VIM-2, nitrocefin hydrolysis, epi-absorbance fluorescence | 290,000 compounds, 0.89% hits;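 active means inhibition above the mean of all tested compounds plus 3 SD, cutoff set per screening run, cut at about 7.5% in these data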;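 further: red hydrolysis product quenches plate fluorescence so inhibitors raise well fluorescence; 0% = enzyme with DMSO and 100% = DMSO without enzyme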
p-CIP stab down = compounds decreasing mouse p/CIP protein stability; Q05BA5; F442A p/CIP-EGFP cells, EGFP fluorescence, 16 h; decrease of EGFP signal, % at 10 µM; 290,000 compounds, 0.01% hits;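 active means EGFP signal decrease of at least 30% at 10 µM or well 3 SD below plate mean, unless failing retest; inactive means the rest, including hits failing retest or dose response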; further: some compounds called inactive have numbers as strong as hits; many of its hits are not listed in these tables
NALP1 inh = NALP1 inhibition | S. cerevisiae NALP1/ASC/caspase-1 growth, X-gal OD620, 72 h | inhibition, % at 10 µM | 280,000 compounds, 0.61% hits | AID 2071; in the data active means inhibition mostly above about 24%, no sharp cut-off; inactive means mostly below about 32%; further: some compounds called inactive have numbers as strong as hits
PHOSPHO1 inh = PHOSPHO1 (human) inhibition; Q8TCT1; recombinant PHOSPHO1, absorbance phosphatase assay; inhibition, % at 13.3 µM; 290,000 compounds, 1.1% hits; in the data active means inhibition above about 60%
Target sequence (Q8TCT1 whole entry, looked up): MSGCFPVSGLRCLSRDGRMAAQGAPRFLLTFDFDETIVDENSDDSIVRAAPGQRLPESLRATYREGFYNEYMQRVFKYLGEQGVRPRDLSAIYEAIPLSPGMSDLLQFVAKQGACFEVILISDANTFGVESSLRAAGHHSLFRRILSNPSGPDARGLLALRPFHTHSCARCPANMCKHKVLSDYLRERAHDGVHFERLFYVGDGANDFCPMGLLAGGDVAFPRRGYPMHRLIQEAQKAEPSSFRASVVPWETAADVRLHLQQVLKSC
PfM18AAP inh = PfM18AAP enzyme inhibition; recombinant PfM18AAP, H-Glu-NHMec fluorogenic cleavage; AID 1822; inhibition, % at 7.35 µM; 290,000 compounds, 1.2% hits;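 active means inhibition above the campaign mean inhibition over all tested compounds plus 3 SD, cut at about 28% in these data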;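 further: 0% = plate median of test compound wells and 100% = 2 mM ZnCl2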
IMP-1 inh = inhibitors of Pseudomonas aeruginosa IMP-1 metallo-beta-lactamase | purified IMP-1, nitrocefin hydrolysis, epi-absorbance fluorescence | inhibition, % at 5.6 µM | 290,000 compounds, 0.45% hits | AID 1556;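 active means inhibition above the mean plus 3 SD of all compounds in the same screening run, cut at about 4.5% in these data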;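 further: 0% = IMP-1 with DMSO and 100% = DMSO wells lacking enzyme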
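Material – recombinant IMP-1 enzyme, purified · Amount – IMP-1 0.2 nM before substrate addition · Medium – HEPES buffer pH 7.1 with ZnSO4 and Brij 35 · Timing – 25 °C, 15 min preincubation, 25 min reaction · Measured by – plate fluorescence quenching by hydrolysis product, ex 480/em 530 nm · Read-out – percent enzyme inhibition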
IDE act = activators of human insulin-degrading enzyme in cells; 340,000 compounds, 0.073% hits; activation, % at 5.96 µM; HEK cells, FAbeta-B cleavage, fluorescence polarization; 0% vehicle, 100% cell-free pure enzyme wells;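 active means activation above the mean of all tested compounds plus 3 SD, set per screening campaign, cut at about 17% in these data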
IDE inh = cellular human IDE inhibition; P14735; HEK cells, FAbetaB cleavage, fluorescence polarization; inhibition, % at 5.59 µM; 320,000 compounds, 0.41% hits;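 active means percent inhibition above the average of all tested compounds plus 3 SD, set per screening campaign, cut at about 16% in these data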;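 further: IDE supplied by intact live HEK cells; FP after avidin binding of uncleaved biotin substrate so inhibition keeps polarization high; 0% = DMSO wells and 100% = 60 µM reference IDE inhibitor Ii1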
GPR7 antagonist = antagonists of human GPR7 (neuropeptides B/W receptor 1); inhibition, % at 4.4 µM; 290,000 compounds, 1.1% hits; P48145; GPR7-expressing cells, fluorescence antagonist assay; in the data active means inhibition above about 16%, passing the limit was not always enough;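 further: cells stimulated with the agonist NPW; 0% = agonist with vehicle and 100% = vehicle without agonist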
Target sequence (P48145 whole entry, looked up): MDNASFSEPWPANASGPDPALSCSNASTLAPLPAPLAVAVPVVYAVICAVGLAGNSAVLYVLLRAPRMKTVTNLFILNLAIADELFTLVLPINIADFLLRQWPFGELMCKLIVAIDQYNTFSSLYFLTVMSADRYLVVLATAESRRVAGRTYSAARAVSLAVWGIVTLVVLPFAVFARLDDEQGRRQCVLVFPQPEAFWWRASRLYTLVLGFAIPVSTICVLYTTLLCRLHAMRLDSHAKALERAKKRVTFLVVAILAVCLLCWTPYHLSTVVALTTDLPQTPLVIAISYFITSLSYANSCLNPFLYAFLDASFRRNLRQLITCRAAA
The depositor's hits bear a star; x = not tested or not shown.

SMILES | VIM-2 inhibitor | p-CIP stab down | NALP1 inh | PHOSPHO1 inh | PfM18AAP inh | IMP-1 inh | IDE act | IDE inh | GPR7 antagonist
NC(=O)c1cc(-c2cccnc2)nc2ccc(Br)cc12 | 0.7 | 4 | 22 | 43 | 5 | 1.9 | -1 | -2 | 20
CC(C)Cn1c(=O)c(-[n+]2ccccc2)c([O-])c2ccccc21 | -4.2 | 16 | 18 | -20 | -1 | -3.3 | 7 | -1 | -2
CCCCCn1c(CNC(=O)c2cccs2)nc2ccccc21 | -2.1 | -6 | -6 | -6 | 9 | -1.1 | 10 | 6 | -14
COc1ccc(/C=N/NC(=O)CN2CCCC2)cc1 | 0.3 | -15 | 0 | -1 | 1 | -3.7 | -1 | -3 | -10
O=C(COc1ccc2ccc(=O)oc2c1)Nc1nccs1 | -2.7 | -10 | 1 | 50 | 2 | -2.3 | 3 | 6 | -2
CCOC(=O)c1ccc(N/C=C/C(=O)c2ccc(OC)cc2)cc1 | -4.9 | -3 | 1 | -9 | 7 | -3.3 | 0 | 0 | -4
CCCCC(=O)N/N=C/c1sccc1C | -1.4 | -2 | 14 | 4 | -9 | -3.6 | 0 | 8 | -10
Cc1cccc(OCC(=O)O/N=C(\N)Cc2ccc([N+](=O)[O-])cc2)c1 | -2.0 | 1 | 4 | 48 | 1 | -2.4 | -5 | 1 | 16
COc1ccc2c(c1)SCCC2=O | -4.0 | 8 | 10 | 0 | 1 | -5.6 | -1 | -2 | -8
CCC(C)(NC(=O)CNC(C)=O)C(=O)NC1CCCCC1 (configuration not stated) | -0.4 | -4 | 11 | 17 | -6 | -4.7 | 3 | 4 | -4
CC(C)(C)N1CC(COc2ccccc2)OC1=O (configuration not stated) | 0.6 | 5 | 37 | -10 | 3 | -1.5 | 1 | -1 | 4
Cc1ccc(/C=N/Nc2ncnc3nc[nH]c23)cc1 | 4.5 | -9 | x | -16 | 8 | -4.1 | 4 | 5 | -19
CC(c1ccccc1)n1cc(C(=O)NCc2ccncc2)nn1 (configuration not stated) | -2.3 | -9 | 8 | 29 | -9 | -1.7 | -1 | 7 | 2
O=C(c1cccc(Br)c1)N1CCN(C(=O)c2cccc(Br)c2)CC1 | -2.0 | -1 | 6 | -11 | -3 | -4.0 | 2 | 5 | -1
COc1ccc(CNC(=O)C2CC(c3cccc([N+](=O)[O-])c3)=NO2)cc1 (configuration not stated) | -3.9 | -15 | 11 | 30 | -1 | -1.8 | 2 | 10 | -8
Nc1nonc1-c1noc(-c2ccccc2)n1 | -2.7 | 5 | 6 | 18 | -6 | -4.9 | 6 | -2 | -7
COc1ccc(CCC(=O)OC(C)C(=O)c2ccc(C)cc2)cc1 (configuration not stated) | -4.4 | -4 | 35 | 12 | -1 | -4.0 | 4 | 2 | -20
O=C1c2ccccc2C(=O)N1CCOc1ccccc1 | 0.4 | x | x | x | 1 | -2.6 | -3 | 3 | -17
O=C(c1cc(-c2ccc(F)cc2)no1)N1CCN(Cc2ccc3c(c2)OCO3)CC1 | 0.1 | -4 | 17 | 39 | 4 | -2.4 | 0 | 0 | 13
COc1cc(C(=O)c2ccccc2)c(OC)cc1C(=O)Nc1ccc(O)cc1 | 0.5 | -21 | 10 | 12 | -1 | -1.8 | 1 | 2 | 5
Cc1cccc(N2CCN(CC(=O)N(C)Cc3ccccc3)CC2C)c1 (configuration not stated) | -0.6 | 0 | 29 | 34 | -4 | -1.9 | 2 | -2 | 5
CCCCNC1c2ccccc2C(=O)N1Cc1ccccc1 (configuration not stated) | -1.7 | -3 | -4 | 29 | -5 | -6.3 | 6 | 7 | 28*
S=c1[nH]c2cc(Br)cnc2[nH]1 | -3.4 | -11 | -17 | 7 | 14 | -2.8 | -8 | 0 | -18
Cc1ccc2nc(CSc3nnc(-c4ccncc4)n3C)cc(=O)n2c1 | 2.0 | -4 | 2 | 37 | -2 | -1.2 | -3 | 4 | 3
CCC(NC(=O)NC1CCCCC1)c1ccccc1 (configuration not stated) | -5.4 | -8 | -2 | 27 | 1 | -3.1 | 1 | 5 | -13

Arranged by molar mass (descending): some entries from above.
SMILES | VIM-2 inhibitor | p-CIP stab down | NALP1 inh | PHOSPHO1 inh | PfM18AAP inh | IMP-1 inh | IDE act | IDE inh | GPR7 antagonist
O=C(c1cccc(Br)c1)N1CCN(C(=O)c2cccc(Br)c2)CC1 | -2.0 | -1 | 6 | -11 | -3 | -4.0 | 2 | 5 | -1
O=C(c1cc(-c2ccc(F)cc2)no1)N1CCN(Cc2ccc3c(c2)OCO3)CC1 | 0.1 | -4 | 17 | 39 | 4 | -2.4 | 0 | 0 | 13
Cc1ccc2nc(CSc3nnc(-c4ccncc4)n3C)cc(=O)n2c1 | 2.0 | -4 | 2 | 37 | -2 | -1.2 | -3 | 4 | 3
COc1ccc(CNC(=O)C2CC(c3cccc([N+](=O)[O-])c3)=NO2)cc1 (configuration not stated) | -3.9 | -15 | 11 | 30 | -1 | -1.8 | 2 | 10 | -8
Cc1cccc(OCC(=O)O/N=C(\N)Cc2ccc([N+](=O)[O-])cc2)c1 | -2.0 | 1 | 4 | 48 | 1 | -2.4 | -5 | 1 | 16
NC(=O)c1cc(-c2cccnc2)nc2ccc(Br)cc12 | 0.7 | 4 | 22 | 43 | 5 | 1.9 | -1 | -2 | 20
CC(c1ccccc1)n1cc(C(=O)NCc2ccncc2)nn1 (configuration not stated) | -2.3 | -9 | 8 | 29 | -9 | -1.7 | -1 | 7 | 2
O=C(COc1ccc2ccc(=O)oc2c1)Nc1nccs1 | -2.7 | -10 | 1 | 50 | 2 | -2.3 | 3 | 6 | -2
CCCCNC1c2ccccc2C(=O)N1Cc1ccccc1 (configuration not stated) | -1.7 | -3 | -4 | 29 | -5 | -6.3 | 6 | 7 | 28*
O=C1c2ccccc2C(=O)N1CCOc1ccccc1 | 0.4 | x | x | x | 1 | -2.6 | -3 | 3 | -17
S=c1[nH]c2cc(Br)cnc2[nH]1 | -3.4 | -11 | -17 | 7 | 14 | -2.8 | -8 | 0 | -18
Nc1nonc1-c1noc(-c2ccccc2)n1 | -2.7 | 5 | 6 | 18 | -6 | -4.9 | 6 | -2 | -7
CCCCC(=O)N/N=C/c1sccc1C | -1.4 | -2 | 14 | 4 | -9 | -3.6 | 0 | 8 | -10

More results:
SMILES | VIM-2 inhibitor | p-CIP stab down | NALP1 inh | PHOSPHO1 inh | PfM18AAP inh | IMP-1 inh | IDE act | IDE inh | GPR7 antagonist
CCOc1ccc(C2C(C#N)=C(N)Oc3nc[nH]c(=O)c32)cc1OC (configuration not stated) | 0.4 | -18 | -18 | 20 | 0 | -2.2 | 4 | 0 | -5
CCn1cc(CNC(=O)c2cccc([N+](=O)[O-])c2)cn1 | 0.7 | -4 | 23 | 2 | 9 | -1.5 | 4 | -3 | -2
CCOC(=O)N1CCN(C(=O)Nc2cccc(Cl)c2)CC1 | 0.1 | -3 | -1 | 2 | 3 | -1.2 | -2 | 5 | -9
Cn1c(N2CCOCC2)c(/C=N/OC(=O)c2cccnc2Cl)c2ccccc21 | -0.9 | 2 | 13 | 4 | -34 | 1.0 | 3 | x | 3
Cc1nc(Cl)c(C(=O)NC(C)(C)C)c(C)c1Cl | -5.0 | -2 | 10 | -7 | 2 | -2.9 | 1 | 10 | -9
CCOc1ccc(Cc2noc3c2C(=O)CCC3)cc1OCC | -1.8 | -6 | 12 | -10 | -17 | -3.1 | 0 | -6 | -10
Cc1nc2ccc(C(=O)OCc3nnc(-c4ccccc4)o3)cc2nc1C | 3.6 | -14 | 10 | x | 0 | -0.8 | -3 | x | -8
O=C(CCn1c(=O)oc2ccccc21)NCCCN1CCCC1=O | -3.2 | -8 | x | -6 | 3 | -3.6 | -1 | 3 | -3
O=C(O)c1cc(N2C(=O)C3CCCCC3C2=O)ccc1NCc1cccnc1 (configuration not stated) | -1.5 | -8 | 2 | 26 | 7 | -1.6 | 4 | 3 | -7
CN1CCCN(C(=O)c2cc(-c3cccc4ccccc34)nc3ccccc23)CC1 | -2.4 | 2 | x | 15 | -12 | 0.0 | 9 | -1 | 16
CCC(=O)N(Cc1ccco1)Cc1cc2cc3c(cc2[nH]c1=O)OCO3 | 1.2 | -13 | -3 | 34 | -13 | -2.3 | -4 | -2 | -2
Cc1ccc(NC(=S)c2ccncc2)cc1 | -1.4 | 0 | 20 | 22 | 3 | -3.2 | 1 | 2 | 0
C=CCC1(C)C(=O)N(c2ccccc2)c2ccccc21 (configuration not stated) | -1.6 | -1 | 17 | -1 | -1 | -1.8 | 7 | 3 | -9
COc1ccc(C)cc1NC(=O)CN1C(=O)COc2ccc(C)cc21 | -1.9 | 9 | -1 | x | 0 | -1.8 | 1 | -1 | -6
Cc1ccc(/C=N/NC(=O)c2ccc(Cn3cc([N+](=O)[O-])cn3)o2)cc1 | -2.4 | -2 | 29 | 1 | -19 | -1.6 | 6 | 5 | 0
CCN1CCN(C(=O)C(=O)c2cn(CC(=O)N3CCCCCC3)c3ccccc23)CC1 | -0.5 | -1 | 14 | 8 | 5 | -4.3 | 2 | 5 | 0
COc1ccc(OC)c(Nc2nc(N(C)c3ccccc3)nc(N)c2[N+](=O)[O-])c1 | 0.8 | -24 | 14 | x | -14 | -2.2 | 4 | -3 | -20
Cc1[nH]c2ccccc2c1/C=N/NC(=O)c1cc(C(C)C)[nH]n1 | -4.4 | 5 | x | 51 | -3 | -2.5 | 5 | 2 | -11
CCOC(=O)c1sc2ccc(S(=O)(=O)N3CC(C)CC(C)C3)cc2c1N (configuration not stated) | -3.7 | -1 | 21 | -3 | 4 | -3.1 | -3 | 2 | -12
CCOC(=O)N1CCN(C(=O)c2ccc(OC)cc2)CC1 | -1.1 | 2 | 0 | -22 | -6 | -0.1 | 2 | 5 | 1
Cn1c(=O)cc(OCCCC(=O)NCc2ccccn2)c2ccccc21 | -1.8 | 8 | 1 | 16 | 2 | -3.4 | 5 | -5 | -2
O=C(COC(=O)c1cccnc1)NC1CCCc2ccccc21 (configuration not stated) | -2.8 | 11 | 3 | 20 | -3 | -2.5 | 2 | x | -6
CCC(CC)c1nnc(NC(=O)CCS(=O)(=O)Cc2ccccc2)s1 | -2.8 | -15 | 31 | -124 | 15 | -0.1 | 5 | 2 | -8
CC[n+]1ccc2cc(OC)c(OC)cc2c1Cc1ccc(OC)c(OC)c1 | -2.7 | 8 | 1 | 2 | 1 | -3.2 | 8 | -1 | -6
CCOC(=O)c1c(-c2ccc(C)cc2)csc1NC(=S)NC(=O)c1ccccc1 | -1.2 | -12 | 22 | -18 | 0 | -2.4 | 2 | 0 | -7
COC(=O)CCC(=O)c1oc2ccc(OC)cc2c1N | -1.9 | -6 | 10 | -56 | -2 | -0.3 | -4 | -1 | -6
CN(C)c1nnnn1Cc1ccccc1 | -2.5 | -9 | 5 | -16 | -5 | -1.3 | 3 | 7 | -14
COC(=O)c1ccccc1-n1c(CCC(=O)O)ccc1-c1ccccc1 | -0.3 | -5 | 7 | 24 | 6 | -3.0 | -3 | 5 | -20
Cn1c(Cn2nnc3ccccc32)nnc1SCC(=O)c1ccccc1F | -3.5 | 2 | 4 | 69* | 6 | -4.9 | -1 | -1 | -1

Assay outcomes: PubChem BioAssay, several laboratories
